KAT2A inh – qHTS Assay for Inhibitors of GCN5L2; AID 504327, 2011; 390,000 compounds, 0.21% hits; Potency, µM (titrated, usually from 58.9 µM), for inactives: top-dose activity change, negative = inhibition, most hits filed as inhibitors; GCN5L2 HAT assay, ThioGlo1 CoA-SH fluorescence; Histone acetyltransferase KAT2A (Homo sapiens), Q92830
Target sequence (Q92830 whole entry, looked up): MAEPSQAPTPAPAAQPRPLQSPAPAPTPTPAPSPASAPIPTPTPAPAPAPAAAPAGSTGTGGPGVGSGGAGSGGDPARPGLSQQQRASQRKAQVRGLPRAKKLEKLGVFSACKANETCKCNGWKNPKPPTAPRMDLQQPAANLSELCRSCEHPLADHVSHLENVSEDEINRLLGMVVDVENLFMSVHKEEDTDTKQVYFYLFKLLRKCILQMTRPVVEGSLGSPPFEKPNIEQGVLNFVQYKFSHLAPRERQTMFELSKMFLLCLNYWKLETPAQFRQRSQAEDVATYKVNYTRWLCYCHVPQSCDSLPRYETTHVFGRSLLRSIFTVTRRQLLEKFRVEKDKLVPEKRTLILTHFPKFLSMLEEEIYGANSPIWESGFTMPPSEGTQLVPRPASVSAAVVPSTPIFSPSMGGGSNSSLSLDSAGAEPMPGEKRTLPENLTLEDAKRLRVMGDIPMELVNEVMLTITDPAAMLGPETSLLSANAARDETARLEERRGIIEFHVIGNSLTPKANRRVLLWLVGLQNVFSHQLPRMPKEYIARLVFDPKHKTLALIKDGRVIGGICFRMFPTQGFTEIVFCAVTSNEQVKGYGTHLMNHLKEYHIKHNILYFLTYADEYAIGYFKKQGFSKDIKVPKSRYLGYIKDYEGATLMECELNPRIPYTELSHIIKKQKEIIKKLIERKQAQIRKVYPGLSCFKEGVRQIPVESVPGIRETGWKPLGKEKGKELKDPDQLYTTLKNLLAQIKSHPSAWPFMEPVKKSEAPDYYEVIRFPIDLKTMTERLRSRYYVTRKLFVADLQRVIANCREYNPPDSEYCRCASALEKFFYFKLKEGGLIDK
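Fluorescence readout, Ex340nm/Em540nm: ThioGlo1 (50uM final) reacts with free CoA thiol released as 20nM GCN5L2 acetylates H3(1-25) peptide (75uM) using acetyl-CoA (70uM). Compound and enzyme sat 15 min beforehand; 20 min room-temperature reaction.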
DT40 TDP1 CPT – qHTS for Inhibitors of human tyrosyl-DNA phosphodiesterase 1 (TDP1): qHTS in cells in presence of CPT. chicken DT40 Tdp1-/-;hTDP1 cells + 20 nM CPT, ATP luminescence, 48 h. Potency, µM (highest dose often 46.2 µM), without a hit: top-dose activity change, negative = growth inhibition, actives largely listed as inhibitors. 420,000 compounds, 12% hits; note: nearly all actives have a fitted effect of over 55% in size
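Chicken DT40 Tdp1-/- cells stably complemented with human TDP1 were seeded at 400 cells/well in medium containing 20 nM camptothecin, exposed to pin-transferred compounds, and grown at 37 °C for at least 48 hr. Viability was read as ATP luminescence.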
TDP1 cell noCPT – qHTS for Inhibitors of human tyrosyl-DNA phosphodiesterase 1 (TDP1): qHTS in cells in absence of CPT. AID 686978, 2013. Potency, µM (highest dose often 46.2 µM), for inactives: at the top dose activity change, negative = growth inhibition, actives largely listed as inhibitors. 420,000 compounds, 15% hits. DT40 Tdp1-/- hTDP1 cells, no CPT, ATP luminescence, 48 h; note: nearly all actives have a fitted effect of over 55% in size
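No-CPT arm: Tdp1-/-;hTDP1 DT40 cells (400/well) plus compounds, incubated ≥48 hr at 37 °C. Readout CellTiter-Glo luminescence.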
* hit, by the source's call; ? = inconclusive; nt = no result given; & = joins results of further samples; [ ] = dose if it differs, or a comment. Calls come from the whole dose curve; as a rule, active = well fitted curve in the direction sought with a large enough effect; inconclusive = small, poorly fitted or top-dose-only effect, or another doubt; inactive = no such curve, though single readings can be large; an effect the other way counts as inactive or inconclusive. % is set by controls: 0 for no effect and ±100 for the full control effect; potency is the fitted concentration of half-maximal effect. The list is partial, so the mix of outcomes need not match the whole.

smiles | KAT2A inh | DT40 TDP1 CPT | TDP1 cell noCPT
COc1cccc(CNc2nc3ccccc3n2CCN2CCCCC2)c1 | -6% | 13µM* | ?
Cc1ccc2c(c1)cc1c(=O)n(CC(=O)N(C)c3ccccc3)nc(C)n12 | -14%&-5% | ? | ?
Cc1ccc(/C=N/Nc2ccc3c(C(F)(F)F)cc(C(F)(F)F)nc3n2)cc1 | 2% | -17% | -5%
CCCNC(=O)c1c(C)cc(=O)oc1C | -3% | 0% | ?
CC(=O)c1ccc(NS(=O)(=O)c2ccc3c(c2)N(C)CCO3)cc1 | -6% | ? | ?
CCOc1ccc(C(=O)N2CC(=O)Nc3ccc(C)cc3C2c2ccc(F)cc2)cc1OCC (centres undefined) | 0% | ? | ?
CC1=C(C)/C(=N/OC(=O)c2cccc([N+](=O)[O-])c2)C=CC1=O | -7% | 21µM* | 21µM*
CC(C)CCC(CC(C)O)c1n[nH]c(=S)n1-c1ccccc1 (centres undefined) | 2% | -22% | -4%

Following part:
smiles | KAT2A inh | DT40 TDP1 CPT | TDP1 cell noCPT
CCS(=O)(=O)N1Cc2ccccc2CC1C(=O)NCc1cccc(OC)c1 (centres undefined) | -4% | 14% | 1%
O=C(COC(=O)c1nc(Cl)ccc1Cl)NCCc1ccccc1 | -9% | -21% | -8%
COc1cc(C2c3c(-c4ccccc4)n[nH]c3C(=O)N2c2ccccc2)ccc1O (centres undefined) | -4% | ? | ?
Cc1nc2ccccc2nc1OCC(=O)Nc1ccc(F)cc1 | ? | ? | -25%
COc1ccc(NC(=O)Nc2cc3oc4ccccc4c3cc2OC)cc1 | -4% | ? | ?
CCOc1ccc(Sc2cc(C(=O)NCc3ccc(F)cc3)c3ccccc3n2)cc1 | 2% | -27% | ?
COC(=O)c1c(NC(=O)C(=O)N2CCCCC2)sc2c1CC(C)(C)OC2 | -8% | -22% | 1%
CCCc1c(C(=O)Nc2cc(C)on2)cnn1-c1ccccc1 | 4% | 0% | -16%

Continued:
smiles | KAT2A inh | DT40 TDP1 CPT | TDP1 cell noCPT
Cc1nn(CCO)c(N)c1C1(O)C(=O)Nc2c(Cl)cc(Cl)cc21 (centres undefined) | -14% | 4.1µM* | 3.3µM*
O=C(c1ccc2c(=O)n(Cc3ccccc3)c(=S)[nH]c2c1)N1CCCC1 | -6% | -22% | ?
CC(=O)N1CCC2(CC1)C(C#N)=C(N)OC1=C2C(=O)CC(C)(C)C1 | 1% | 0% | -3%
O=C(Oc1ccc2ccc(=O)oc2c1)c1cccs1 | 1% | 3% | -6%
COC(=O)C1CCN(C(=O)/C=C/c2ccc3c(c2)OCO3)CC1 | -10% | ? | 16µM*
CC(=O)C1=C(C)NC(SCC(=O)c2ccccc2)=C(C#N)C1CC(C)C (centres undefined) | -3% | ? | 16µM*
COc1ccc(/C=C2/C=Cc3ccccc32)cc1 | nt | 1% | ?
COc1ccc(NC(=O)C2CCOC2=O)cc1 (centres undefined) | nt | 6% | 10%

Going on with the list:
smiles | KAT2A inh | DT40 TDP1 CPT | TDP1 cell noCPT
COc1ccc(CC(=O)Nc2ccccc2C(C)=O)cc1S(=O)(=O)N1CCOCC1 | -12% | -2% | -7%
Cc1cccc(C)c1OCC(=O)Nc1ccc(NC(=O)c2ccco2)cc1 | -4% | 26µM* | 21µM*
CN(Cc1ccccc1)C(=O)COC(=O)Cc1ccc(Cl)cc1 | -1% | 0% | -2%
COc1cccc(CN2CCN(Cc3cc(OC)c(OC)cc3OC)CC2)c1 | -19% | -2% | -34%
CCOc1ccc(NC(=O)N(c2ccccc2)c2ccccc2)cc1 | -2% | ? | ?
Cc1ccc2nc(C3CCCCC3)c(Cc3ccccc3C(F)(F)F)n2c1 | nt | -102% | 16µM*
O=C(CN1CCN(c2ccccn2)CC1)NC(=O)NC1CCCCC1 | -14% | -21% | -20%
CCOc1ccc(Nc2cc(C)nc3c(C)cccc23)cc1 | -5% | ? | ?

Later entries:
smiles | KAT2A inh | DT40 TDP1 CPT | TDP1 cell noCPT
Cc1ccc(-c2cc(NC(=O)c3cccc(C)c3)on2)cc1 | -16% | -21% | -26%
Cc1cccc2nc(CSc3ncccc3C(=O)O)cn12 | 4% | 4% | 1%
CCCCNC(=O)[C@@H]1CC=C[C@@H]2CCN(C3CCCCC3)C(=O)[C@@H]21 | nt | ? | ?
Cc1occc1C(=O)/C(C#N)=C/c1ccc(O)c(Br)c1 | 1% | 3% | -6%
C[C@]12C=CC(=O)C=C1CC[C@@H]1[C@@H]2[C@@H](O)C[C@@]2(C)[C@H]1CC[C@]2(O)C(=O)COC(=O)CCC(=O)O | 4% | -16%&-1% | -13%&-11%
Cc1nc2ccccn2c(=O)c1NC(=O)c1ccc(Br)o1 | nt | -4% | -8%
O=C(NC1CCCCC1)C1COc2ccccc2O1 (centres undefined) | 0% | 21% | -4%
CCOCC(=O)Nc1cc(C(=O)OC)ccc1C(=O)OC | 0% | -17% | -16%

The results go on.
smiles | KAT2A inh | DT40 TDP1 CPT | TDP1 cell noCPT
O=C(O)CCc1nc(-c2cccs2)no1 | -6% | -2% | 8%
O=c1c2ccccc2nc(COc2ccccc2)n1/N=C/c1ccco1 | -16% | ? | 15µM*
O=C(Nc1ccc(F)cc1F)C1CCN(S(=O)(=O)c2cccnc2)CC1 | -5% | -6% | 4%
O=C(O)CN1C2=NCCCN2c2ccccc21 | 0% | 15% | 2%
O=C(COC(=O)[C@@H]1CC(O)CN1S(=O)(=O)c1ccc([N+](=O)[O-])cc1)NC12CC3CC(CC(C3)C1)C2 (some centres undefined) | -8% | 8% | -27%
O=C(NCN1C(=O)C2C3C=CC(C3)C2C1=O)OC1CCCCC1 (centres undefined) | -14% | -2% | 3%
O=C(Nc1ccccc1)c1ncoc1-c1ccc(Cl)cc1 | -1% | 3% | 9%
COc1ccccc1C1CC(=O)Oc2cc(C)cc(C)c21 (centres undefined) | -5% | -1% | -26%

Other structures follow:
smiles | KAT2A inh | DT40 TDP1 CPT | TDP1 cell noCPT
COC(=O)C1=C(C)N(C(C)C)C(=O)C1(NC(=O)c1ccccc1OC)C(F)(F)F (centres undefined) | -8% | -22% | -23%
O=[N+]([O-])c1cccc2ncccc12 | -2% | ? | ?
COc1ccc(C(=O)NCC(C)NC(=O)c2ccc(OC)c(OC)c2)cc1OC (centres undefined) | nt | 1% | 4%
CC(=O)Nc1c(O)nc(SCC(=O)Nc2sc3c(c2C#N)CCCCCC3)[nH]c1=O | -6% | ? | -10%
COc1ccc(CCNC(=O)C/C(C)=N/NC(=O)C2CCCCC2)cc1OC | -2% | -3% | -14%
C/C(=N\NC(=S)NCc1ccccc1)c1ccccc1F | -12% | -3% | ?
O=C(COc1ncnc2ccccc12)c1ccc(Cl)cc1 | -3% | -8% | ?
O=C(CN1CCN(Cc2ccc(F)cc2)CC1)NCCc1ccccc1 | -5% | 0% | -13%

The list continues.
smiles | KAT2A inh | DT40 TDP1 CPT | TDP1 cell noCPT
O=C(/C=C/c1ccc(F)cc1)N1CCN(Cc2ccccc2)CC1 | nt | ? | ?
Cc1ccc(S(=O)(=O)NCCCCCC(=O)NCCc2ccccc2)cc1 | 12% | -2% | -21%
O=C(CCCc1ccccc1)NCCCc1ccccc1 | -15% | -3% | ?
Cc1ccccc1/C(N)=N/OC(=O)c1ccc(F)cc1 | -19% | -4% | -14%
Cc1ccc(S(=O)(=O)NCCNC(=O)C2CCCNC2=O)cc1 (centres undefined) | -2% | 3% | -6%
COc1ccc2c(c1)CCc1cc(C(=O)N3CCN(c4ccc(N5CCOCC5)nn4)CC3)sc1-2 | -12% | 21µM* | ?
COc1ccc(/C=C2/Sc3ccc(C(=O)N4CCOCC4)cc3NC2=O)cc1OC | -6% | ? | -26%
Cc1ccc(-c2nc(-c3ccc(Cl)cc3)sc2CC(=O)O)c(C)c1 | -3% | -3% | -2%

(listing goes on)
smiles | KAT2A inh | DT40 TDP1 CPT | TDP1 cell noCPT
Cc1ccc(S(=O)(=O)N(C)C[C@@H]2OCc3cn(nn3)CCCC(=O)N([C@H](C)CO)C[C@H]2C)cc1 | nt | -25% | 0%
O=C(NCCOC(=O)c1ccc(Cl)cc1)c1cccnc1 | -4% | -22% | -16%
CN(c1ccccc1)c1ccc(/C=N/NC(=O)CC#N)cc1 | -16% | ? | ?
COc1ccccc1NC(=O)C(C)N1C(=O)C2CCCCC2C1=O (centres undefined) | -3% | -8% | 23%
Cc1cccc(NC(=S)N2CCC(C(=O)c3ccc(F)cc3)CC2)c1C | -1% | -41% | -36%
Fc1ccc(CSc2nnc3ccc(-c4ccncc4)nn23)cc1 | -17% | -1% | 26%
Cc1ccc(S(=O)(=O)n2nc(OC(=O)c3ccco3)cc2N)cc1 | nt | -14% | -20%
O=C1CC(N2CCOCC2)C(=O)N1CCN1C(=O)CC(N2CCOCC2)C1=O (centres undefined) | 0% | 3% | -11%

(more compounds)
smiles | KAT2A inh | DT40 TDP1 CPT | TDP1 cell noCPT
Cc1nc(S/C(=C/c2ccc(-c3cc(Cl)ccc3C)o2)C(=O)O)n[nH]1 | -7% | -11% | -1%
CCn1cc(C(=O)N2CCN(c3ccccc3F)CC2)c(=O)c2cc(S(=O)(=O)N(C)C)ccc21 | -1% | -28% | ?
CCOC(=O)C1=C(c2ccccc2)N=c2sc(=Cc3cc(OC)c(OC)c(OC)c3)c(=O)n2C1c1cccs1 (centres undefined) | nt | 8.2µM* | 13µM*
CC(C)CCn1nnnc1C(C(C)C)N1CCC(C(N)=O)CC1 (centres undefined) | -1% | 4% | -5%
COc1ccc2c(c1)-c1nc(N)sc1CC2 | 3% | -11% | -17%
CCOc1ccc(CNC(=O)c2ccc3oc(=O)n(Cc4ccccc4)c3c2)cc1 | -2% | ? | ?
CC(C(=O)Nc1ccc2c(c1)OCO2)c1ccc([N+](=O)[O-])cc1 (centres undefined) | 17% | 5% | -28%
O=C1c2cccnc2-c2ncccc21 | -3% | 1% | -15%

The last four compounds of the part above lead into the next.
smiles | KAT2A inh | DT40 TDP1 CPT | TDP1 cell noCPT
COc1ccc2c(c1)-c1nc(N)sc1CC2 | 3% | -11% | -17%
CCOc1ccc(CNC(=O)c2ccc3oc(=O)n(Cc4ccccc4)c3c2)cc1 | -2% | ? | ?
CC(C(=O)Nc1ccc2c(c1)OCO2)c1ccc([N+](=O)[O-])cc1 (centres undefined) | 17% | 5% | -28%
O=C1c2cccnc2-c2ncccc21 | -3% | 1% | -15%
Cc1ccc(-c2c(C(=O)NCc3ccccc3)oc(=O)c3ccccc23)cc1 | -13%&-3% | ? | ?
CC(=O)NNc1ncnc2c1cnn2-c1ccc(C)cc1 | -12% | -4% | 17%
C=C(C)CN(CC)C(=O)CC1C(=O)NCCN1CC(C)(C)C (centres undefined) | 0% | 1% | 1%
CCOC(=O)CN(C(=O)CN1CCC(n2nnc3cc(C)ccc32)CC1)c1ccccc1 | 3% | ? | ?
Cc1ccc(CSc2nc3ccsc3c(=O)n2CCC(C)C)cc1 | -7% | ? | 23µM*
Cc1cc(CNC(=O)CCN2Cc3cc(Cl)ccc3OC(C)C2)nn1C (centres undefined) | nt | -121%[9.04 µM] | -10%
CCc1sc(C(=O)Nc2ncccc2C)cc1C | -5% | -1% | 6%
CCOC(=O)N1CCN(CCC(=O)Nc2ccc(OC)cc2OC)CC1 | -3% | -6% | -6%

More records.
smiles | KAT2A inh | DT40 TDP1 CPT | TDP1 cell noCPT
Cc1ccn2cc(CCNS(=O)(=O)c3ccc4c(c3)CCCC4)nc2c1 | 1% | -1% | ?
OCCC1CN(Cc2cnc(-c3ccc(Cl)cc3)nc2)CCN1C1CCCC1 (centres undefined) | 1% | 23µM* | 15µM*
O=C(COc1ccccc1F)Nc1ccc2nc(SCCOc3ccccc3)sc2c1 | -10% | ? | -27%
COc1ccc(S(=O)(=O)N2CCNC(=O)CC2)cc1 | -2% | -1% | -6%
CC1CCCCC1NC(=O)c1cn(C)c2ccc(S(=O)(=O)N3CCOCC3)cc2c1=O (centres undefined) | -23% | -4% | 9%
O=C(CN1CCN(S(=O)(=O)c2cccs2)CC1)NCC1CCCCC1 | 4% | -20% | -10%
CCOC(=O)C1=C(C)NC(C)=C(C(=O)OCC)C1C(=O)OCC(=O)N1CCOCC1 | -8% | -1% | 19%
O=C(CCN1CCN(c2ccccc2)CC1)Nc1cccc(Br)c1 | -6% | -28% | ?
O=C(CCc1ccccc1)Nc1nnc(-c2ccc3c(c2)CCCC3)o1 | 1% | 18µM* | ?
COc1cccc(Nc2nc(NCCO)c3ccccc3n2)c1 | -1% | 4.6µM* | 21µM*
CCOn1c(=O)c(-c2ccc(OC)cc2)[n+]([O-])c2ccccc21 | -6% | -17% | ?

Source: PubChem BioAssay (National Center for Advancing Translational Sciences (NCATS))
